# Compound activity from PubChem BioAssay.
# CRE-bla Fsk = CRE-bla signaling modulation under forskolin stimulation; CHO CRE-bla reporter (cAMP response element driving beta-lactamase), forskolin EC10, beta-lactamase ratio; Potency, µM (highest dose often 38.2 µM), for inactives: top-dose activity change, negative = inhibition, most hits filed as activators; 71,000 tested, 2.5% active; AID 662; active means well fitted activation curve with a large enough effect in the signal ratio, with a control signal flat, not every such curve was filed as active; inconclusive means small, poorly fitted or top-dose-only effect, or effect the other way, or a change in a side signal; the % refers to the signal ratio; further: potency means the concentration at half of the fitted maximal effect; % of control where 0% means no effect
#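 Modulation of forskolin signalling: compounds in titration series added with EC10 NKH 477 to CHO cells carrying a CRE-driven beta-lactamase reporter, 3 h, 37C. CCF4 FRET ratio (460/530 nm, ex 405 nm) gives %activity and AC50.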
# 15-hLO inh = 15-hLO (ALOX15) enzyme inhibition; purified 15hLO-1, xylenol orange hydroperoxide absorbance; 74,000 tested, 1.4% active; Potency, µM (titrated, usually from 57.1 µM), for inactives: at the top dose activity change, negative = inhibition, hits mostly inhibitors; further: potency means the concentration at half of the fitted maximal effect; on the % scale 0 is the no-effect control and ±100 the full control effect; nearly all actives have a fitted effect of over 55% in size
#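 Quantitative HTS in 25 mM Hepes pH 7.5 containing 0.01% Triton X-100: human 15hLO-1 at 40 nM, arachidonic acid at 50 uM, 6 min turnover. Product quantified via ferrous oxidation/xylenol orange, 573:405 nm absorbance ratio.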
# HBB splice mod = alters splicing of the hemoglobin beta chain | HBB splicing reporter cell assay, activation; EGFP reporter with mutant IVS2-654 intron; response scale: normalised to 500 nM splice-correcting PNA | Potency, µM (doses to about 46.1 µM), for inactives: top-dose activation, hits mostly activators | 65,000 tested, 0.06% active | AID 925; further: potency means the concentration at half of the fitted maximal effect; 0% is about no effect
#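 Compounds were applied for 2 days to HeLa EGFP-654 cells, 500/well in Optimem with 2% FCS. The reporter's EGFP is disrupted by mis-splicing of beta-globin intron IVS2-654. Readout: summed well GFP fluorescence from 488 nm laser scanning; reference was 500 nM antisense […] 654 PNA.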
# Luciferase inh = firefly luciferase inhibition; 72,000 tested, 2.2% active; AID 411; purified firefly luciferase, luminescence, 8 min; P08659; Potency, µM (top dose mostly 57.1 µM), without a hit: top-dose activity change, negative = inhibition, usual class: inhibitors; further: potency means the concentration at half of the fitted maximal effect; on the % scale 0 is the no-effect control and ±100 the full control effect; nearly all actives have a fitted effect of over 40% in size
#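 Compounds were tested as concentration series (qHTS) against purified P. pyralis luciferase with luciferin and 10 uM ATP in 50 mM imidazole pH 7.2, 50 mM KCl, 7 mM MgCl2, 0.01% Tween 20, 0.05% BSA. Luminescence was read after 8 min at ambient temperature.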
# HADH2 inh = HADH2 (human) dehydrogenase inhibition; Q99714; recombinant HADH2, NADH fluorescence, beta-hydroxybutyryl-CoA; Potency, µM (highest dose often 57.1 µM), inactives show at the top dose activity change, negative = inhibition, most hits filed as inhibitors; 73,000 tested, 3.4% active; AID 886; further: potency means the concentration at half of the fitted maximal effect; on the % scale 0 is the no-effect control and ±100 the full control effect; nearly all actives have a fitted effect of over 60% in size; many of its hits are not listed in these tables
# Target sequence (Q99714 whole entry, looked up, one chain of several): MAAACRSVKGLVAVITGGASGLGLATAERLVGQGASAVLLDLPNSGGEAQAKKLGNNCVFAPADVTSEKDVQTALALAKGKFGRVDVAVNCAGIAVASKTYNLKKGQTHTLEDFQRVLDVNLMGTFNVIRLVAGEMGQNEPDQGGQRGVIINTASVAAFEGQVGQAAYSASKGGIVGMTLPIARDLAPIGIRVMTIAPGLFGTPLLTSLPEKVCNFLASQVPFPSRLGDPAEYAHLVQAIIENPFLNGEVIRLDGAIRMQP
#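 NADH fluorescence (ex 360/em 450 nm) read every 30 s for 4 min; activity taken as last-minus-first time point difference. Enzyme 20 nM, NAD+ 1 mM, beta-hydroxybutyryl-CoA 90 uM, pH 9.0 Tris buffer.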
# DNA Pol III inh = inhibitors of bacterial DNA polymerase III holoenzyme | Potency, µM (titrated, usually from 57.1 µM), for inactives: top-dose activity change, negative = inhibition | 71,000 tested, 0.25% active | reconstituted DNA polymerase III holoenzyme replication, biochemical | AID 603; further: potency means the concentration at half of the fitted maximal effect; on the % scale 0 is the no-effect control and ±100 the full control effect
#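 Reconstituted *E. coli* holoenzyme (0.35 nM Pol III, 1 nM beta, 154 nM SSB, 2 nM primase) was preincubated with compound for 15 min at RT. Synthesis on 1.4 nM ssM13Gori ran 35 min, then was stopped with PicoGreen/EDTA and read as dsDNA fluorescence.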
# ERK AVP block = blocks ERK signaling stimulated by vasopressin; HEK293-V1b, vasopressin-stimulated pERK AlphaScreen; Potency, µM (series often up to 57.5 µM), for the others: at the highest dose activity, negative = inhibition, usual class: inhibitors; 72,000 tested, 0.99% active; further: potency means the concentration at half of the fitted maximal effect; on the % scale 0 is the no-effect control and ±100 the full control effect; nearly all actives have a fitted effect of over 55% in size
#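 Phosphorylated ERK1/2 detected via AlphaScreen bead proximity in lysates of V1b-expressing HEK293 cells given 25 nM vasopressin for 5 min after 30 min compound exposure (37 °C). AC50 from Hill equation; basal DMSO 0%, vasopressin 100%.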
# GFP derepression = epigenetic modulators derepressing GFP locus in mouse cells; mouse C127i GFP locus derepression, cytometry, 30 h; Potency, µM (titrated, usually from 46.1 µM), inactives show top-dose GFP derepression (activation); 68,000 tested, 0.09% active; AID 597; further: % of control where 0% means no effect
#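 Locus derepression in mouse mammary C127i cells whose integrated CMV-GFP reporter is normally silent; GFP expression after 30 h compound treatment was quantified by counting fluorescent cells.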
# Tau filament bind = tau filament binding | P10636 | recombinant tau filaments, thioflavin S fluorescence, 15 h; filaments grown with octadecylsulfate alongside compound | Potency, µM (series often up to 57.1 µM), inactives show top-dose activity change, negative = inhibition | 71,000 tested, 2% active;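 further: potency means the concentration at half of the fitted maximal effect; on the % scale 0 is the no-effect control and ±100 the full control effect; actives lower thioflavin S fluorescence by blocking filaments or displacing dye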
# Target sequence (P10636 whole entry, looked up): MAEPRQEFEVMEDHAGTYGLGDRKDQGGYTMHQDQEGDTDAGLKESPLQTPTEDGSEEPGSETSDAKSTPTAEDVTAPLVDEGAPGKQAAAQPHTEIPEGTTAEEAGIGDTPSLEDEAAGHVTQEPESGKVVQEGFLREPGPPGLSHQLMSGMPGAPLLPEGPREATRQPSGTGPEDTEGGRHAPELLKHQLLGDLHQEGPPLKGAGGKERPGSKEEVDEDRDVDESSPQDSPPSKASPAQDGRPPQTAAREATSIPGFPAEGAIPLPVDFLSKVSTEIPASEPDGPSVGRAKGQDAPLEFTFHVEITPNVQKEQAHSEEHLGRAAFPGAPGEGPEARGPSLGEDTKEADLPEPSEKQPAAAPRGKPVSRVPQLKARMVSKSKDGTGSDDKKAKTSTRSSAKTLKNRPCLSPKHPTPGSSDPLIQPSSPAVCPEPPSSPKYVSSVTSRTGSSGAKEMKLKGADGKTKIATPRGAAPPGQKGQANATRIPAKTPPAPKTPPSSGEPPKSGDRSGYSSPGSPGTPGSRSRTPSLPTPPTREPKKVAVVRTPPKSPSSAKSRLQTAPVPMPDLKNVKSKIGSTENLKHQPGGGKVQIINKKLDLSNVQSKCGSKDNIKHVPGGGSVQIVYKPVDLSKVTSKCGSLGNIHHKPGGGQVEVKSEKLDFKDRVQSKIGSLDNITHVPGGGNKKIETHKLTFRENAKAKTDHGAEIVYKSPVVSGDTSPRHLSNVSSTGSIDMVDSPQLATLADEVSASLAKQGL
#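 ThS-based fibril read: tau 1 uM final, inducer ODS 30 uM final, 37 C for 15 h, ex 450/em 510 nm.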
# Hsp90 Hop PPI = changes Hsp90-Hop TPR2A binding signal, up or down | AlphaScreen TPR2A-His6 binding biotin-Hsp90 C-terminal peptide | Potency, µM (doses to about 57 µM), inactives show at the top dose activity change, negative = inhibition | 71,000 tested, 0.44% active | AID 595; active means well fitted curve in either direction with a large enough effect; inconclusive means small, poorly fitted or top-dose-only effect, or another doubt; further: potency means the concentration at half of the fitted maximal effect; on the % scale 0 is the no-effect control and ±100 the full control effect; many of its hits are not listed in these tables
# UbGFP stabilizer = proteasome inhibitors stabilizing ubiquitin-GFP reporter; Ubiquitin-GFP reporter cells, proteasome inhibition, GFP fluorescence; response scale: untreated = 0%, 10 µM MG-132 = 100%; Potency, µM (titrated, usually from 45.9 µM), without a hit: at the highest dose activation (GFP accumulation), actives largely listed as activators; 67,000 tested, under 10 active; AID 526; active means well fitted activation curve with a large enough effect, not every such curve was filed as active; inconclusive means small, poorly fitted or top-dose-only effect, or another doubt; inactive means no such curve, though single readings can be large or run the other way; further: potency means the concentration at half of the fitted maximal effect
#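 Reporter cells (U2OS, ubiquitin-G76V-GFP fusion) are plated overnight, then treated 4 hr at 37 °C with compound titrations from 46 uM down to 2.9 nM. Activity is scaled against untreated cells and 10 uM MG-132.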
# Starred values were filed as active, the others as inactive; i = inactive; ? = inconclusive; . = not tested or not shown; & = joins results of further samples; [ ] = another dose, or the depositor's remark. Unless noted, the call rests on the fitted dose curve; in most records, active means well fitted curve in the direction sought with a large enough effect; inconclusive means small, poorly fitted or top-dose-only effect, or another doubt; inactive means no such curve, though single readings can be large; an effect the other way counts as inactive or inconclusive.
SMILES,CRE-bla Fsk,15-hLO inh,HBB splice mod,Luciferase inh,HADH2 inh,DNA Pol III inh,ERK AVP block,GFP derepression,Tau filament bind,Hsp90 Hop PPI,UbGFP stabilizer
CCOC(=O)c1ccc(NC(=O)CSc2nc(SC)ns2)cc1,?,-10%,1.3%,0%,-22%,-2%,?,-3%,7%,-2%,5%
COc1ccc(NC(=O)C2CCCN2C(=O)NCc2ccccc2)c(OC)c1 (centres undefined),-4%,9%,0.1%[57.5 µM],-3%,22%,-4%,0%,-1%,2%,-2%,4%
COc1ccc(-c2nnc(SC3CCOC3=O)n2C2CCCCC2)cc1OC (centres undefined),25%,10%,5.8%[57.5 µM],3%,-6%,-3%,21%,-1%,0%,-2%,3%
CCOc1ccc(-n2c(=O)c3c4c(sc3n(CC(=O)NCc3ccco3)c2=O)CCC4)cc1,?,-9%,1.3%,4%,8%,-10%,-6%,1%,i,-2%,-9%
CCc1ccc(S(=O)(=O)NCc2csc(-c3cccnc3)n2)s1,-4%,-8%,-1.1%,1%,1%,-2%,.,.,-24%,-4%,0%
Cc1ccc(CNC(=O)Nc2ccccc2)cc1,?,0%,-3.9%,13µM*,11%,-4%,-1%,0%,2%,3%,3%
CC(=O)N[C@H](c1ccccc1)[C@@]1(C)C[C@@H]1[C@@H](C)C(=O)Nc1ccc2ccccc2c1,?,.,0.3%,.,2%,3%,-10%,.,10%,-9%,.
CCOc1ccc2c(C)c(C(=O)O)oc2c1OCC,4%,2%,2.4%,1%,?,2%,-18%,-2%,8%,-4%,0%
CC(C)(C)C(=O)Nc1ccccc1N1CCN(C(=O)c2ccc(Cl)cc2)CC1,-6%,-16%,-1.1%,1%,1%,4%,3%,0%,?,-12%,5%
COC(C)(C)[C@]12CC(O)(C(C)C)ON1[C@H]1CCCCC1N2O (some centres undefined),?,1%,2.0%,3%,2%,-10%,8%,0%,9%,-5%,3%
O=C1CC(c2ccccc2)n2ncnc2N1 (centres undefined),0%,-2%,-0.3%,2%,2%,-1%,-11%,2%,2%,-2%,1%
O=C(CSc1nnc(-c2ccc(OC(F)F)cc2)o1)NC(=O)NCc1ccco1,-11%,?,1.0%[57.5 µM],-5%,?,-9%,3%,-2%,214%,-6%,1%
O=C(CN(C1CCCCC1)S(=O)(=O)c1ccc(Cl)cc1)NCCCO,-7%,1%,-0.3%,-7%,3%,-7%,-6%,2%,-3%,-1%,13%
Cc1cc(NS(=O)(=O)c2ccc(NC(=O)COc3ccc(Cl)cc3)cc2)no1,-5%,-6%,.,3%,-13%,3%,-28%,5%,4%,0%,-3%
Cc1c(NC2=C(Cl)C(=O)N(c3ccccc3)C2=O)c(=O)n(-c2ccccc2)n1C,-19%,-24%,-0.6%,-1%,-13%,2%,-1%,15%,-5%,-6%,-13%
CO[C@@H]1COC(=O)[C@H](Cc2ccccc2)NC(=O)C/C=C\[C@@H](C)[C@H](OC)COC(=O)[C@@H](C)NC(=O)C/C=C\[C@H]1C,.,6%&2%[11.4 µM],0.1%&1.4%[9.22 µM],0%&0%[11.4 µM],11%&-6%[11.4 µM],.,24%&15%[11.5 µM],.,.,.,.
CCC(C)N1CC23C=CC(O2)C(C(=O)OC)C3C1=O (centres undefined),2%,4%,0.5%,0%,4%,-9%,4%,.,17%,-3%[2.3 µM],-6%
CC(C)COc1ccc(C(=O)CCN2CCCCC2)cc1,-14%,-1%,-0.1%[57.5 µM],3%,-5%,-1%,-13%,?,5%,-3%,1%
CCCCn1c(NCCC)nc2c1c(=O)[nH]c(=O)n2C,2.5µM*,3%,0.9%[57.5 µM],0%,15%,2%,?,13%,-10%,-1%,0%
COc1ccc(NC(=O)CSc2nnc(COc3ccccc3)n2Cc2ccco2)cc1OC,-9%,-7%,-0.7%[57.5 µM],-1%,13%,4%,-11%,-2%,3%,-9%,-4%
CCC(c1nnnn1Cc1ccccc1)N(Cc1cc2cc(OC)ccc2[nH]c1=O)CC1CCCO1 (centres undefined),10%,?,.,0%,-8%,-1%,-15%,0%,13%,-3%,4%
COC(=O)c1ccccc1NC(=O)CSc1nc(NC(=O)c2ccccc2)c2c(C)c(C)oc2n1,?,-15%,0.2%,-1%,?,1%,-11%,0%,7%,-4%,0%
Cc1cc(NC(=O)CCC(=O)N(CC2CCCO2)C(C(=O)NC2CCCC2)c2ccccc2C)no1 (centres undefined),1%,3%,2.5%[57.5 µM],8%,0%,-2%,-5%,3%,-6%,3%,3%
COc1ccccc1N1CCN(CCCCN2C(=O)CCC2=O)CC1,?,-28%[25.6 µM],.,-2%,3%,-7%,19%,0%,?,-11%,-3%
COCCn1c(=O)c(-c2cn(C)c3ccccc23)nc2cnc(Oc3ccccc3)nc21,?,0%,0.3%,0%[11.4 µM],3%,-8%,40%[activator],-5%[9.22 µM],153%,3.2µM*,4%
CCOc1cc(OCC)c(C(C)=O)cc1OCC,?,-2%,-0.8%,.,-6%,-1%,-24%,.,-2%,2%,.
O=C(O)C(Cc1ccccc1)Cc1ccccc1,?,6%[11.4 µM],2.1%[9.22 µM],1%[11.4 µM],6%[11.4 µM],1%[11.4 µM],-1%[11.5 µM],-2%[9.22 µM],7%[11.4 µM],3%[11 µM],-4%[9.17 µM]
Cc1ccc(NC(=O)COc2ccc(/C(N)=N/O)cc2)cc1C,?,1%,-3.3%,-5%,-3%,4%,12%,0%,-5%,-4%,0%
Cn1nc(C(=O)Nc2c(-c3ccccc3)nc3sccn23)c2ccccc2c1=O,?,-9%,-1.4%,4%,12%,1%,-12%,1%,-15%,1%,-7%
O=C(CCn1c(=S)[nH]c2cc3c(cc2c1=O)OCO3)N1CCN(c2ccccn2)CC1,8%,1%,-3.1%[0.369 µM],2%,-7%,-5%,-6%,2%,-5%,-1%,-6%
Cn1nnc(NC(=O)c2cccc(OCc3ccccc3)c2)n1,0%,-11%,0.5%,0%,10%,-10%,-16%,4%,-5%,0%,0%
O=C(CSc1ncn[nH]1)c1ccccc1,-12%,1%,0.2%[57.5 µM],-1%,?,-3%,42%[activator],3%,-10%,-1%,5%
O=C1C2CC=CCC2C(=O)N1c1nc2n(n1)C(c1ccccc1)CC(c1ccccc1)N2 (centres undefined),-29%,1%,-2.0%[57.5 µM],2%,2%,4%,-9%,0%,-2%,-5%,-5%
Cc1cc(=O)oc2cc(OCC(=O)OCc3nnc(-c4ccccc4)o3)ccc12,1%,-7%,0.3%,0%,?,-1%,?,2%,-3%,-7%,5%
COC(=O)[C@@]1(Cc2ccc(OC)cc2)[C@H]2c3cc(C(=O)N4CCCC4)n(Cc4ccc(C(F)(F)F)nc4)c3C[C@H]2CN1C(=O)c1ccccc1,-24%,.,0.0%,.,3%,-6%,2%,.,4%,-5%,.
Cc1cc2ncn(-c3nnnn3-c3ccccc3)c2cc1C,0%,9%,0.4%[57.5 µM],7%,7%,-4%,-30%,-1%,8%,2%,3%
Cc1sc2nc(SCC(=O)N3CCOCC3)[nH]c(=O)c2c1C,?,2%,0.0%,1%,-10%,-6%,.,.,16%,-2%,7%
C=CCn1c(SCC(=O)Nc2cccc(OC)c2)nnc1-c1cccnc1,7%,-5%,0.4%,-4%,3%,-1%,.,.,11%,-3%,3%
CSc1ccc(S(=O)(=O)N2CCCC2)cc1,-9%,1%,-1.3%,1%,-3%,-14%,12%,-3%,2%,0%,3%
O=C(/C(=N/O)c1ccccc1)c1ccccc1,-3%,-7%,-0.7%[9.22 µM],-3%,0%,7%,?,0%,-10%,-2%,-12%

# Only part of the results is shown; rates above refer to the full screens.
